Screens as filed in PubChem.
ERK EGF inh: inhibitors of EGF-stimulated ERK signaling pathway | hit rate 0.41% among 130,000 | Potency, µM (highest dose often 11.5 µM), for inactives: at the top dose activity change, negative = inhibition, usual class: inhibitors | HEK293-V1b, EGF-stimulated phospho-ERK AlphaScreen | AID 1454; active = well fitted inhibition curve with a large enough effect; inconclusive = small, poorly fitted or top-dose-only effect, or effect the other way;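 note: plate controls were stimulated vehicle wells for no effect and unstimulated vehicle basal for full effect; nearly all actives have a fitted effect of over 55% in size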
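Compounds are titrated over HEK293-V1b cells kept overnight in 1% FBS. After 30 min at 37C, EGF (25 nM final) triggers ERK phosphorylation for 5 min, measured by AlphaScreen in lysates.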
Active calls of the source: *; ? = inconclusive; & = joins results of further samples; [ ] = dose if it differs, or a comment. Potency is the fitted concentration of half-maximal effect.

Start of the listing, in advance, two compounds:
SMILES | ERK EGF inh
COC1C(O)C(C)O[C@H](OC2CC[C@@]3(C=O)C4CC[C@]5(C)C(C6=CC(=O)OC6)CC[C@@]5(O)C4CC[C@@H]3C2)C1O (some centres not stated) | 7%
Cn1cccc1CNCCc1ccc(F)cc1 | 9%

Results, previewed entries included:
SMILES | ERK EGF inh
COC1C(O)C(C)O[C@H](OC2CC[C@@]3(C=O)C4CC[C@]5(C)C(C6=CC(=O)OC6)CC[C@@]5(O)C4CC[C@@H]3C2)C1O (some centres not stated) | 7%
Cn1cccc1CNCCc1ccc(F)cc1 | 9%
CCCCC/C=C\C/C=C\C/C=C\C/C=C\CCCC(N)=O | -9%&-9%
CN(C)c1ccc(/C=C/c2cc[n+](C)c3ccccc23)cc1 | 14%
CCc1c(C(=O)OC)ncc2[nH]c3cc(OC)c(OC)cc3c12 | 24%
CC[C@@H]1CN2CC[C@@H]1C[C@H]2[C@H](O)c1ccnc2ccc(OC)cc12 | -8%
CN1CN(c2cccc([N+](=O)[O-])c2)CN=C1N[N+](=O)[O-] | -2%
CCOC(=O)C(O)(c1ccc(NC(=S)NC(=O)c2ccc(Cl)cc2Cl)c(C)c1)C(F)(F)F (configuration not stated) | 2%
Nc1ccncc1 | ?
Cn1c(O)c(C=NCCN2CCN(C(=O)Nc3ccccc3)CC2)c(=O)n(C)c1=O | -1%[57.5 µM]
CC(C)(C)C(=O)OCC12CCC(O1)C1(C)C(=O)OCC21 (configuration not stated) | 9%
O=C1NC(=O)C(CCc2ccncc2)(CCc2ccncc2)C(=O)N1C1CCCCC1 | -7%
O=c1[nH]c(=O)n(-c2cccc3ccccc23)c(O)c1/C=N/N1CCCCC1 | 0%[57.5 µM]
CCN1CCN(C(=O)COc2ccc(S(=O)(=O)NC(C)C)cc2)CC1 | 0%
Cc1nc2ccc(N3CCN(C)CC3)cc2nc1C | -10%
CC1CC(NC(=O)C2C3CCC(O3)C2C(=O)O)CC(C)(C)C1 (configuration not stated) | 32%
CC1CN=C(NC(C)c2ccccc2)S1 (configuration not stated) | -6%
COP(=O)(NC(=O)C(Cl)(Cl)Cl)OC | 5%[57.5 µM]
Cc1cc(C)n(-c2ccc(NN=C(C#N)C#N)cc2)n1 | 7%[57.5 µM]
CNC(=S)N/N=C1\C2CN3CCN(C2)CC1(c1ccccc1)C3 | 9%
CCN(CC)C(=O)N[C@H]1C[C@@H]2c3cccc4[nH]cc(c34)C[C@H]2N(C)C1 | 0%[57.5 µM]
CNC(C)(C)Cc1ccccc1 | 3%
Oc1ccc2c3c1O[C@H]1c4oc5ccccc5c4C[C@@]4(O)C(C2)N(CC2CC2)CCC314 (some centres not stated) | 12%
NCC1(c2ccc3c(c2)OCCO3)CCCC1 | -13%[57.5 µM]
O=C(Nc1cccc(Br)c1)c1c(O)c2c(n(Cc3ccccc3)c1=O)CCCC2 | 9%[57.5 µM]
O=C(Nc1ccc(F)cc1)OC1CN2CCC1CC2 (configuration not stated) | 1%[57.5 µM]
CC(C)OP(=O)(OC(C)C)C(O)c1ccccc1F (configuration not stated) | -4%
COc1ccc2c(CN3CC=C(c4ccccc4)CC3)cc(=O)oc2c1 | -6%
O=C1Nc2ccccc2/C1=C/c1nc2ccccc2c(=O)n1-c1ccc(O)cc1 | 11%[57.5 µM]
CN1CCC(C)(O)C2CCCCC21 (configuration not stated) | 25%
O=C1C=C2C=C[C@H]3C[C@]2(O1)[C@@H]1CCCCN13 | -4%
CC12CC[C@H]3[C@@H](CCC4(O)C[C@H](O)CCC34/C=N/NC(=O)c3ccccc3Cl)C1(O)CCC2C1=CC(=O)OC1 (some centres not stated) | -1%[57.5 µM]
C=CCn1c(O)c(C(C)=Nc2cccc(C(=O)O)c2)c(=O)[nH]c1=O | -18%[57.5 µM]
COc1ccc(C(=O)C2CCCN(C3CSCCSC3)C2)cc1OC (configuration not stated) | -3%
c1ccc2c(c1)Nc1ccccc1S2 | 1%[57.5 µM]
C/C(=N\Nc1cccc2ccccc12)c1c(O)n(Cc2ccccc2)c(=O)[nH]c1=O | -2%
CCCCCc1cc(O)c2c3c(c(=O)oc2c1)CN(C)CC3 | 21%
OC(c1ccccc1)(c1ccccc1)C1CN2CCC1CC2 (configuration not stated) | 1%
CC/C=C\C/C=C\C/C=C\C/C=C\C/C=C\CCCC(=O)NCCCC(=O)O | -9%
CCOC(=O)C1CCN(/C=C2/C(=O)NC(=S)N(c3ccccc3F)C2=O)CC1 | 2%
CC(=O)Nc1ccccc1C(=O)OCC(=O)c1ccccc1Cl | 3%
O=C(Cn1nc(-c2ccc(Cl)cc2)ccc1=O)N1CCC2(CC1)OCCO2 | -22%
COCc1cc(OC(=O)N(C)C)nc(-c2ccc(C)c(Cl)c2)n1 | 6%[57.5 µM]
O=C1Nc2ccccc2C1Cc1nc2ccccc2c(=O)n1-c1ccccc1 (configuration not stated) | -7%[57.5 µM]
CN(C(=O)CN1CC=C(c2ccccc2)CC1)c1c(N)n(Cc2ccccc2)c(=O)[nH]c1=O | -1%
Cc1cc(Oc2ccc(C(F)(F)F)cc2[N+](=O)[O-])c2c3c(c(=O)oc2c1)CCC3 | 2%
O=C(O)CF | 27%
Cc1cc(O)ccc1Cl | 4%
Cc1nnc2n1-c1sc(CCC(=O)N3CCOCC3)cc1C(c1ccccc1Cl)=NC2 | 8%
CN1[C@@H]2CC[C@H]1CC(OC1c3ccccc3CCc3ccccc31)C2 (some centres not stated) | 5%[25.7 µM]
C[C@@H](C(=O)OC1C[C@H]2CC[C@@H](C1)N2C)c1ccc(Br)cc1 (some centres not stated) | -1%
COc1cc(OC)cc(C2(C#N)CCN(C)CC2)c1 | 8%[57.5 µM]
CC1(C)C2([N+](=O)[O-])CN3CC1([N+](=O)[O-])CN(C2)C3c1cccnc1 (configuration not stated) | -14%[57.5 µM]
N#Cc1cccc(NC(=O)N2CC[C@@]3(CCCN(C(=O)Oc4ccccc4)C3)C2)c1 | ?
Cc1o[nH]c(=O)c1CC(N)C(=O)O (configuration not stated) | 7%
COC(=O)c1ccc(N=C(c2ccccc2)c2c(O)n(C)c(=O)n(C)c2=O)cc1 | 0%[57.5 µM]
COc1ccc(N2CC2c2ccncc2)cc1 (configuration not stated) | 27%
CC12CCC3C(CC=C4CC(O)CCC43C)C1C/C(=C\N1CCCC1)C2=O (configuration not stated) | 5%[57.5 µM]
CC1(C(O)(C#CCN2CCCCC2)c2ccccc2)CCCC1 (configuration not stated) | 27%
O=c1[nH]c(=S)n(CCC2=CCCCC2)c(O)c1/C=N/Nc1ccccc1 | 1%[57.5 µM]
Later entries.
SMILES | ERK EGF inh
Cc1cccc(OP(=O)(Oc2cccc(C)c2)OC(c2ccccc2)C(F)(F)F)c1 (configuration not stated) | -7%
Cc1cccc(N2C(=O)/C(=C/c3ccc(N4CCN(C)CC4)o3)C(=O)NC2=S)c1C | 6%
Cc1ncoc1C(=O)NCCC(c1ccccc1)c1ccccc1 | ?
O=C(c1cccnc1)c1cc2ccccc2[nH]1 | -4%
O=C1NC(=O)N(CCNc2ncc(C(F)(F)F)cc2Cl)C(=O)C1Cc1ccc(Cl)cc1 (configuration not stated) | -3%
Cc1ccc(C)c(OCC(=O)N2CCCN(C)CC2)c1 | -1%
CP(=O)(Nc1ccc(Cl)cc1)c1nc2c(s1)CCCC2 (configuration not stated) | 4%[57.5 µM]
CCCCC(=O)N/N=C/c1c(O)n(CCc2ccc(OC)c(OC)c2)c(=O)[nH]c1=O | 5%
C=CCn1c(O)c(C=NCCN2CCOCC2)c(=O)[nH]c1=S | -1%[57.5 µM]
CCCCN1C(=N)C(CC)(CC)C(=O)NC1=O | 5%
Cc1cc(C)c(-n2c(O)c(/C=N/NC(=O)c3ccncc3)c(=O)[nH]c2=O)c(C)c1 | -5%[57.5 µM]
CN1CCN2c3ccccc3CC3(C(=O)N(C)C(=O)N(C)C3=O)C2C1 (configuration not stated) | 5%[57.5 µM]
N#Cc1cccc(NC(=O)N2CC3(CCN(C(=O)Oc4ccccc4)CC3)C2)c1 | -3%
Cc1cc(S(N)(=O)=O)ccc1N=Cc1c(O)n(-c2ccccc2)c(=O)[nH]c1=O | -4%
CCCCC(=O)N/N=C/c1c(O)n(CCCC)c(=S)[nH]c1=O | -7%[57.5 µM]
CN1CCC2(CC1)N=C(c1ccc(F)cc1)C(=S)N2 | -5%
C=CCc1cc(C=C2C(=O)NC(=O)NC2=O)cc(OC)c1OCc1ccc(C(=O)O)cc1 | 9%
CCCN(CCC)c1c([N+](=O)[O-])cc(C(F)(F)F)cc1[N+](=O)[O-] | ?
CCSC1=NN1c1cc(C)nc(N)n1 | -8%[57.5 µM]
CCn1cc(C(=O)NCc2ccccc2)c2ccccc21 | 7%

Copied from the entries so far for reference:
SMILES | ERK EGF inh
CCSC1=NN1c1cc(C)nc(N)n1 | -8%[57.5 µM]
CCn1cc(C(=O)NCc2ccccc2)c2ccccc21 | 7%

Rewritten as labelled records: entries from further up
Cc1ccc(C)c(OCC(=O)N2CCCN(C)CC2)c1
- ERK EGF inh: -1%
CP(=O)(Nc1ccc(Cl)cc1)c1nc2c(s1)CCCC2 (configuration not stated)
- ERK EGF inh: 4%[57.5 µM]
CCCCC(=O)N/N=C/c1c(O)n(CCc2ccc(OC)c(OC)c2)c(=O)[nH]c1=O
- ERK EGF inh: 5%
C=CCn1c(O)c(C=NCCN2CCOCC2)c(=O)[nH]c1=S
- ERK EGF inh: -1%[57.5 µM]

The results go on:
SMILES | ERK EGF inh
O=C(CF)NC(NC(=S)Nc1cccc([N+](=O)[O-])c1)C(Cl)(Cl)Cl (configuration not stated) | 1%
O=C(OCCN1CCOCC1)C1(c2ccccc2)CCCC1 | 5%
C=CCn1c(O)c(N=Nc2c(C)n(C)n(-c3ccccc3)c2=O)c(=O)[nH]c1=S | 5%
CC(=O)Oc1ccc(/C=C/c2cc(OC(C)=O)cc(OC(C)=O)c2)cc1 | 7%
C#CCN1C(C)=C(C(=O)CCO)[C@@H](c2cccc(-n3oo3)c2)C(C(=O)OC)=C1C | -9%
Cc1cccc(N2C(=O)NC(=O)/C(=C\c3ccc(N4CCOCC4)cc3)C2=O)c1 | 9%[57.5 µM]
CCN(CC)c1ccc(N=Cc2c(O)n(-c3cc(OC)ccc3OC)c(=O)[nH]c2=O)cc1 | ?
Cc1ccc2c(c1)c(=O)c1c3n2CCN(CC2CO2)C3CC1 (configuration not stated) | -12%
O=C1CC2OCC=C3CN4CCC56c7cc([N+](=O)[O-])ccc7N1C5C2C3CC46 (configuration not stated) | 7%
CC(C)OP(=O)(OC(C)C)C(NCc1ccccc1)c1ccccc1 (configuration not stated) | -3%
O=c1[nH]c(=S)[nH]c(O)c1N=Nc1ccc(SC(F)F)cc1 | 3%[57.5 µM]
C=C(C)Cn1c(=O)n(CC2CS2)c2ccccc21 (configuration not stated) | -1%
COc1cccc(N=Nc2c(O)[nH]c(=S)[nH]c2=O)c1 | 15%[57.5 µM]
CCCN[C@@H]1CCc2c(OC)cccc2[C@@H]1C | 9%
C=C(COC(=O)CCC(=O)O)CC1CC(O)[C@]2(C)OC3CC4OC5C[C@]6(C)O[C@]7(C)CCC8OC9C[C@]%10(C)OC%11C(C)=CC(=O)OC%11CC%10OC9C[C@@H](C)C8OC7CC6O[C@]5(C)C/C=C\C4OC3CC2O1 (some centres not stated) | 13%[57.5 µM]
C[N+]1(C)CCO[C@](O)(c2ccc(-c3ccc([C@]4(O)C[N+](C)(C)CCO4)cc3)cc2)C1 | -5%[25.7 µM]
CCN1C(=O)NC(=O)/C(=C/c2cc(C)n(-c3sc(C)c(C)c3C#N)c2C)C1=O | ?
Cc1nc2c(C(=O)N3CCC4(CC3)OCCO4)cnn2c(C)c1Cc1cccc(Cl)c1 | 1%
Cn1c(=O)c2nncnc2n(C)c1=O | 9%
Cc1cc(C)cc(NC2=NCCCS2)c1 | -5%
COc1cccc(C2(C#N)CCN(C)CC2)c1 | 10%
COc1ccc(C2CC(c3cccs3)=NN2c2nc(C)c(C(C)=O)s2)cc1OC (configuration not stated) | ?
O=C1CC2OCC=C3CN4CC[C@]56c7ccccc7N1[C@H]5[C@H]2C3C[C@H]46 (some centres not stated) | 21%
CCCn1cc(CN2CCCC(C(=O)c3cccc(OC)c3)C2)c(C)n1 (configuration not stated) | -10%
O=c1c2ccccc2nc(-c2ccccc2)n1-c1ccccn1 | -12%
O=C(N/N=C/c1c(O)n(-c2cccc3ccccc23)c(=O)[nH]c1=O)c1ccncc1 | -7%[57.5 µM]
C=CCn1c(O)c(C(C)=NCCN2CCN(C(=S)NC)CC2)c(=O)[nH]c1=O | 2%[57.5 µM]
C/C=C1/CN2C3CC1C(CO)(C(=O)OC)C2Cc1c3n(C)c2ccccc12 (configuration not stated) | 0%[57.5 µM]
NC(=O)c1ccc(OCC(O)CN2CC=C(c3ccc(F)cc3)CC2)cc1 (configuration not stated) | -1%
CC1CCN(C(=O)c2ccc(N3CC4CC(C3)c3cccc(=O)n3C4)c([N+](=O)[O-])c2)CC1 (configuration not stated) | -4%
Cc1c(C(c2ccccc2Cl)c2c(O)c3ccccc3oc2=O)c(=O)n(-c2ccccc2)n1C (configuration not stated) | -9%
Nc1cccc(N=Cc2c(O)n(Cc3ccc(F)cc3)c(=O)[nH]c2=O)c1 | -9%
COc1c2c(c(CC=C(C)C)c3oc(=O)c(-c4ccc(O)cc4)c(O)c13)OC(C)(C)C=C2 | 13%
CCCCSP(=O)(SCCCC)SCCCC | 25%
Cc1nn(Cc2ccccc2)c(C)c1C(=O)NCc1ccccc1 | -20%
C/C=C1/CC(C)C(C)(O)C(=O)OCC2CCN3CCC(OC1=O)C23 (configuration not stated) | -6%
c1ccc2cc(CC3=NCCN3)ccc2c1 | 9%
CC1CCCN(C(=O)CCl)C1 (configuration not stated) | 0%
O=C(CN1CCCCC1c1cccnc1)c1ccccc1 (configuration not stated) | -10%
O=c1[nH]c(=S)n(-c2ccc(Br)cc2)c(O)c1C=Nc1ccc(N2CCOCC2)cc1 | -1%

This is a subset; count on the stated rates, not on these rows.
